High-throughput results from PubChem BioAssay.
Calb biofilm kill: kills Candida albicans biofilms | inhibition, % at 6 µM | C. albicans biofilm + clotrimazole, Alamar Blue | AID 834 | 0.14% of 85,000 active;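 active means inhibition above 20%; inactive means inhibition below 20%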;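 further: preformed 24 hr biofilms exposed to compound for 48 hr; 0% = biofilm without compound and 100% = blank killed by clotrimazole plus chlorhexidine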
F-actin modifier: modifiers of cytoskeleton assembly; HUVEC TNFa F-actin phalloidin imaging, high content; inhibition, % at 2 µM; 0.18% of 91,000 active;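 active means inhibition above the batch mean plus 3 SD and confirmed as a hit by visual image inspection, cut at about 30% in these data, passing the limit was not always enough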; further: strong numbers were not always called active
PTPN22 inh 2: blocks human PTPN22 phosphatase activity; 0.21% of 96,000 active; Q9Y2R2; recombinant LYP catalytic domain, DiFMUP fluorescence; inhibition, % at 2 µM;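 active means inhibition at 2 µM at or above a set limit, the screen mean plus 3 SD, cut at about 24% in these data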;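 further: 0% = DMSO with enzyme and 100% = enzyme fully blocked by orthovanadate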
IL1B cytotox: toxic to HUVEC cells under IL-1B stimulation | HUVEC cell count loss, Hoechst imaging, IL-1B stimulated | cell count reduction, % at 2 µM | 0.41% of 94,000 active | AID 845;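 active means cell count reduction more than 3 SD above the screen-wide mean, cut at about 70% in these data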;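 further: normalized per plate to untreated control cells as the no-loss baseline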
VCAM1 TNFa inh: reduces TNF alpha induced VCAM1 expression in HUVEC; HUVEC TNFa-induced VCAM-1 immunofluorescence, high-content imaging; inhibition, % at 2 µM; 0.48% of 95,000 active;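 active means inhibition above the batch mean plus 3 SD, with images confirmed as a hit by eye, cut at about 37% in these data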;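 further: 0% = TNF-stimulated DMSO wells and 100% = unstimulated control wells; not every result past the cut was called active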
Smad3 FoxH1 inh: inhibitors of human Smad3 transcription factor binding. AID 630. 0.29% of 88,000 active. inhibition, % at 25 µM. TR-FRET Smad3/Dy647-FoxH1 peptide binding, europium anti-His. P84022;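 active means compounds that reduce the energy-transfer binding signal between the protein and its labelled peptide by more than half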;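 further: 0% = Smad3 plus labelled peptide maximal FRET and 100% = peptide-only background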
Target sequence (P84022 whole entry, looked up): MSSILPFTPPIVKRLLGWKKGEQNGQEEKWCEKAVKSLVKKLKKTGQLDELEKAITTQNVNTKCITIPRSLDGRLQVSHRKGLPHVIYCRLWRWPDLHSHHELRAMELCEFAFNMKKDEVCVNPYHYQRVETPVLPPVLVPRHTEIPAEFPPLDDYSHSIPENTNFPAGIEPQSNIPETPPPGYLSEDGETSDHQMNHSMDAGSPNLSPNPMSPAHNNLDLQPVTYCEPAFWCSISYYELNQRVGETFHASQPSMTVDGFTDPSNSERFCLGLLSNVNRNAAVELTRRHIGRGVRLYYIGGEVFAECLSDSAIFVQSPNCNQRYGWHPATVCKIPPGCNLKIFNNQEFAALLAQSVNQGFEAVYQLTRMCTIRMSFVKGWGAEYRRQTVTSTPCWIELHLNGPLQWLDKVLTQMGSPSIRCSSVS
hDAT+cocaine: modulates human dopamine transporter uptake under cocaine; Q01959; LLC-PK1 hDAT cells, [14C]-dopamine uptake with cocaine IC80; actives deviate in either direction; B-score at 10 µM; 1.3% of 110,000 active; AID 449768;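 active means Z score or B-score, a plate-position-corrected score, falls beyond the plate's 99.7% confidence bounds, in either direction; inactive means both scores lie inside the 99.7% bounds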;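 further: scored against the spread of the other compound wells on the same plate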
Target sequence (Q01959 whole entry, looked up): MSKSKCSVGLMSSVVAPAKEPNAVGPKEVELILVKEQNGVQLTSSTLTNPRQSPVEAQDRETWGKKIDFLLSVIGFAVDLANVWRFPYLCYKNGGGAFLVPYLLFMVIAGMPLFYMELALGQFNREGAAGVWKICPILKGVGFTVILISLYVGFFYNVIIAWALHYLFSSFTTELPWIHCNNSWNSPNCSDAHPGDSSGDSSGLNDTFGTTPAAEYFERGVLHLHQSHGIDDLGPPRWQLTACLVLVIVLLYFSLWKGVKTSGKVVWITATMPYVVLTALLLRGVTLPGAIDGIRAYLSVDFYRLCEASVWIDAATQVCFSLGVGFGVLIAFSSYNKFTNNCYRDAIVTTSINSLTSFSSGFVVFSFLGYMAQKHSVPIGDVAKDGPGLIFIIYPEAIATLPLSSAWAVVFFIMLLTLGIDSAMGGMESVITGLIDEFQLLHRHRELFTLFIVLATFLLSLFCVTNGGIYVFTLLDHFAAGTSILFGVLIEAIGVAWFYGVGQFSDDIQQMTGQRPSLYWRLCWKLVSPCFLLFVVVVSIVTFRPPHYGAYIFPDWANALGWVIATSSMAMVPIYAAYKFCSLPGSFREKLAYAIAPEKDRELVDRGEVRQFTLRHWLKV
MT1-MMP txn act: activates MT1-MMP transcription; 0.16% of 86,000 active; activation factor at 10 µM; HT1080 MT1-MMP promoter luciferase reporter, luminescence, overnight; active compounds read high;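 active means activation factor of at least 2 for MT1-MMP transcription at 10 µM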
HUVEC tox TNFa: HUVEC cytotoxicity counter-screen, TNF alpha stimulated | HUVEC TNFalpha-stimulated, Hoechst cell count, imaging | cell count reduction, % at 2 µM | 0.17% of 93,000 active | AID 848;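 active means cell count reduction exceeding the screen mean by over 5 SD, scaled to untreated wells per plate, cut at about 78% in these data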;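 further: cells counted after 24 h of TNF alpha exposure following the 1 h pretreatment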
The depositor's hits bear a star; . = not tested or not shown; [ ] = dose if it differs, or a comment.

structure	Calb biofilm kill	F-actin modifier	PTPN22 inh 2	IL1B cytotox	VCAM1 TNFa inh	Smad3 FoxH1 inh	hDAT+cocaine	MT1-MMP txn act	HUVEC tox TNFa
CCSC(SCC)[C@H](O)[C@@H](O)[C@H](O)[C@H](O)CO	10	.	.	.	.	10	0.098	1	.
O=C(NCC1CCCO1)/C(=C\c1ccc(Cl)cc1)NC(=O)c1ccccc1 (stereo unspecified)	.	-4	7	-66	11	.	-1.3	.	6
CCOC(=O)c1cnn(-c2ccccc2)c1NC(=O)c1cccs1	6	0	-3	7	3	-2	-0.52	1	-32
COc1ccc(CCNC(=O)c2ccc(CS(=O)(=O)c3ccc(Cl)cc3)o2)cc1OC	10	-6	6	-5	-1	16[fluorescence artefact?]	-1.2	1	-2
CC(C)COc1ccc(-c2nnn(CC(=O)N3CCCC3)n2)cc1	.	19	-3	2	18	1	0.95	1.5	-28
Cc1oc(C(C)(C)C)cc1C(=O)N1CCCC1C(=O)O (stereo unspecified)	6	-12	5	-13	27	14[fluorescence artefact?]	1	1.2	19
Cn1c(SCc2c(Cl)cccc2Cl)nnc1-c1cccs1	3	-12	-14	-29	16	-13	0.13	1.5	-4
CC1CCCCC1NC(=O)COc1ccc(-n2cnnn2)cc1 (stereo unspecified)	8	-26	-1	-4	33	0	0.19	1	-4
CC(C)NC(=O)NC(=O)COC(=O)c1ccc(NC(=O)CC#N)cc1	.	2	-6	-12	1	.	-0.64	.	-8
CS(=O)(=O)Nc1ccccc1Oc1ccccc1	.	6	-2	7	14	.	-0.46	1	.
CCOC(=O)c1nnn(-c2ccc(OC)cc2)c1N	8	6	12	8	9	1	0.19	1.3	8
CC(C)N(C(=O)Cn1c(SCC(=O)Nc2nccs2)nc2ccccc21)C(C)C	7	7	6	-32	-2	0	1.2	1.2	-26
Cc1c(C(=O)NCc2ccc3c(c2)OCO3)oc2ccc(S(=O)(=O)N3CCCCC3)cc12	2	13	7	3	9	0	0.025	1.1	-14
CCC(CC)C(=O)c1c[nH]c(C(=O)NCCc2ccccn2)c1	.	1	4	-61	7	.	-0.54	.	-7
Cc1ccc(-n2c(N)c(C#N)c(-c3ccccc3)c(C#N)c2=O)cc1	.	11	-4	9	17	.	0.02	.	-5
O=C(NNS(=O)(=O)c1ccccc1)c1cnn(-c2ccccc2)c1-n1cccc1	.	-3	0	8	-10	.	1.4	.	-2
c1ccc(Cc2nc(-c3ccccn3)no2)cc1	6	-2	-3	-10	3	10	-1.3	1.2	-31
N#CC1=C(SCC(=O)c2ccc(Cl)cc2)NC2=C(C(=O)CCC2)C1c1ccco1 (stereo unspecified)	4	.	.	.	.	-3	-1.1	1	.
COCCn1nnnc1SCC(=O)N1CCCCC1	-4	4	6	-95	4	-12	-0.49	1.2	8
CCOC(=O)c1[nH]c2ccc(OC)cc2c1NC(=O)CCN1CCc2ccccc2C1	3	6	8	.	8	-4	1.6	1.2	-14
O=C(/C=C/c1ccc(Cl)cc1Cl)NCCN1CCOCC1	.	-26	12	1	-11	.	1.5	.	2
CCSc1nnc(NC(=O)CSc2nnc(Cc3cccn3C)n2-c2ccc(C)cc2)s1	7	-5	2	27	-5	9	0.11	1.2	.
Cc1cc(-c2ccccc2)[nH]c(=O)c1S(=O)(=O)c1ccc(Cl)cc1	.	32	8	-21	-1	.	0.18	.	-5
COC(=O)c1ccc(CSc2nc(C(F)(F)F)c3c(c2C#N)CCC3)o1	10	-17	-8	-18	11	3[fluorescence artefact?]	.	1.2	-5
CCOC(=O)Nc1ccc2c(c1)N(C(=O)CCN1CCN(CCO)CC1)c1ccccc1S2	3	-8	0	22	5	-5	2.3	1	-8
CCc1ccc(N(C(=O)C(F)(F)F)C(C(=O)NC2CCCCC2)c2ccncc2)cc1 (stereo unspecified)	.	-44	-5	-30	-1	.	0.63	.	-9
CCNc1nc(NC(C)C)nc(N(C#N)CCOc2ccccc2)n1	6	6	-8	4	3	-2	-0.36	1.3	-21
CCOC(=O)c1cnc2ccc(C(=O)OC)cc2c1Nc1ccc2c(c1)OCCO2	.	0	-4	-21	3	.	-0.88	.	-15
CCN(CCCCN1C(=O)c2ccccc2C1=O)c1ccc2c(c1)C(=O)N(C)C2=O	6	.	.	.	.	-3	0.014	1.1	.
COc1cc2c(cc1OC)CN(S(=O)(=O)c1ccc3c(c1)OCCO3)CC2	8	0	-2	0	6	9	0.21	1.2	-28
CC(C)OCCCNS(=O)(=O)c1ccc2c(c1)OCCO2	5	-4	-10	-22	-2	3	-0.37	1	-10
N#Cc1c(NC(=O)CSc2ncn(-c3ccccc3)n2)sc2c1CCCC2	2	-9	9	-35	2	5	-0.084	1	-3
CCN(CC)C(=O)CSc1ncnc2c1cnn2-c1ccccc1	0	-7	10	20	3	-1	3.2*	1.8	-9
COc1ccc2nc3oc(C(=O)N4CCC(C(N)=O)CC4)cc3cc2c1	2	27	-3	-21	16	10	-0.27	1.1	-28
CCCCc1[nH]c(=O)c(C#N)c2c1CSC(C)(C)C2	6	-14	-10	-6	5	3	0.47	1.2	-22
COc1ccc(C)cc1C(=O)CCC(=O)Nc1ccccc1N1CCOCC1	0	19	5	-28	10	-3	-0.19	0.9	-12
CCCN1Cc2cccc(C(=O)NCc3ccccc3OC)c2C1=O	1	11	6	.	-2	3	2.2	1.1	-26
COCCCNC(=O)Cn1cc2c(n1)CCCCC2	2	.	.	.	.	-7	-0.5	1.1	.
Cc1cc(C)nc(-n2nc(C)c3c(C(F)(F)F)cc(=O)[nH]c32)n1	7	-4	4	-97	7	4	-1	1.2	-21
O=C(CCCn1c(=S)[nH]c2ccc(Br)cc2c1=O)N1CCN(c2ccccn2)CC1	7	-19	-8	-14	-7	7	0.93	1.2	-10
COc1ccc(C2(CNC(=O)/C=C\c3ccco3)CCCC2)cc1OC	.	-35	14	0	4	.	-0.89	.	-16
Cc1c(Br)cc(C(=O)OC2CCN(C)CC2)c(C)c1C	7	10	4	-2	40	9	2.3	1	3
O=S(=O)(NCCc1ccccc1)c1ccc(S(=O)(=O)N2CCCCC2)cc1	9	30	3	17	-1	4	-0.29	1	-10
CCN(CC(=O)Nc1ccc2c(c1)CCC2)Cc1nc2ccccc2c(=O)[nH]1	13	-11	1	-3	-5	6	1.5	1	8
CC1Cc2ccccc2N1Cc1nc2scc(-c3cccs3)c2c(=O)[nH]1 (stereo unspecified)	4	0	-3	8	12	-6	-0.74	1	-12
Cc1nc2c(=O)oc3ccccc3c2n1-c1ccccc1	3	.	.	.	.	-1	-0.59	1.1	.
CC(NC(=O)CSc1nnc(CC(=O)Nc2ccc(Cl)c(Cl)c2)n1C)c1ccccc1 (stereo unspecified)	3	1	-9	-21	1	-6	-0.00071	1.1	-1
C/C=C(\C)CN1CCN(c2cc(C)ccc2C)CC1	3	-3	2	-8	21	6	0.047	1	-16
O=C(NCc1ccccc1)c1ccc2nc(-c3ccco3)c(-c3ccco3)nc2c1	-2	-21	9	13	-11	5	-0.82	0.9	-6
c1ccc(CN2CCN(c3ncnc4nc[nH]c34)CC2)cc1	13	.	.	.	.	-2	1.5	1.2	.
O=C(Nc1ccccc1N1CCCC1)c1ccc2c(c1)OCO2	5	.	6	-5	.	8	0.69	1.3	.
O=C(NCCc1ccccc1)c1ccc(NC2=NC3CS(=O)(=O)CC3S2)cc1 (stereo unspecified)	.	-7	1	14	-2	.	-0.5	.	16
O=C(CCn1c(=O)oc2ccccc21)Nc1nc2ccccc2s1	2	-15	-11	-5	-8	-9	-0.27	.	0
O=c1cc(CSc2ccccn2)[nH]c(=O)[nH]1	2	-12	3	-3	8	14	0.062	1.1	-23
COc1ccc(COC(=O)NNC(=O)c2ccc(OC)cc2)cc1	5	5	2	7	13	12	0.012	1.1	-14
Cc1ccc(-c2cc(C(F)F)n3ncc(C(=O)Nc4c(C)nn(Cc5ccccc5Cl)c4C)c3n2)cc1	.	5	22	-28	5	.	1.4	.	-5

Other compounds.
structure	Calb biofilm kill	F-actin modifier	PTPN22 inh 2	IL1B cytotox	VCAM1 TNFa inh	Smad3 FoxH1 inh	hDAT+cocaine	MT1-MMP txn act	HUVEC tox TNFa
CC(NC(=O)c1ccco1)C(=O)OCc1cccc(Cl)c1 (stereo unspecified)	11	2	-6	6	3	-1	0.23	1.2	0
Cc1nc2ccc(S(=O)(=O)NCC(=O)N3CCCC(C)C3)cc2s1 (stereo unspecified)	8	-1	-2	-33	3	-5	0.47	1	-31
CCOC(=O)CNC(=O)c1cnn2cccnc12	10	-1	-7	-28	11	3	-0.78	1.1	-14
CCCn1ncc(OC)c(Cl)c1=O	.	-4	8	-63	8	.	1.2	.	-20
O=C(CCn1nnc2ccccc21)Nc1nnc(COc2ccc(F)cc2)s1	-1	-9	-1	16	7	14	-0.87	1.2	16
COc1ccc(OC)c(Nc2nc(-c3sc(NC(=O)CC(C)C)nc3C)cs2)c1	.	-2	9	-3	13	.	0.98	.	-17
CC(C)C(=O)Nc1cccc(C(=O)Nc2nnc(C(C)(C)C)s2)c1	3	22	9	-25	6	-5	1.3	1.3	-35
O=C(COc1ccc(Cl)cc1)N1CCN(S(=O)(=O)c2ccc(Cl)cc2)CC1	0	11	-2	10	0	3	-0.69	1.1	0
COC(=O)COC(=O)c1ccc(O)cc1	1	18	4	-10	12	-7	0.012	1.2	-37
COc1cc(C(=O)Oc2cccc(Nc3ncnc4ccccc34)c2)cc(OC)c1OC	.	12	12	33	8	.	1.1	.	4
COc1ccc2c(Cl)c(C(=O)NN)sc2c1	.	11	8	2	-2	.	0.86	.	-4
Cc1oc(/N=C/c2cccc3ccccc23)c(C#N)c1C	7	.	.	.	.	-1	-0.18	1.1	.
Cc1ccc(NC(=O)CN(C)C(=O)CSc2nncn2C)cc1	.	24	-1	0	-24	.	1.1	.	-41
O=C(Nc1ccc2c(c1)OCCO2)c1cncc(Br)c1	9	-7	-14	-24	-1	2	-0.076	.	-19
CCN(CCO)C(=O)C(c1ccccc1)c1ccccc1	6	7	9	-2	10	2	-0.47	1.2	-6
C/C(Cl)=C/CSc1nn2c(=O)c3ccccc3nc2s1	.	2	0	-10	15	.	0.63	.	-8
CNC(C)c1cc(OC)ccc1OC (stereo unspecified)	13	-4	-2	-36	16	-5	-0.068	1.1	-30
O=[N+]([O-])C1=C(Nc2cccc3ccccc23)CS(=O)(=O)C1	-5	-6	4	.	-5	2	-0.69	.	5
COc1ccc(C(=O)/C=C/Nc2cccc(C)n2)cc1OC	-1	1	-12	-13	-33	3	1	1.4	-19
Cc1ccc(CSc2ncccc2C(=O)O)cc1	-5	4	-3	-57	-2	-3	1.4	1.1	-24
O=c1[nH]c(CN2CCN(Cc3ccccc3)CC2)nc2sc3c(c12)CCC3	10	-3	-14	9	10	-12	.	1.1	-3
Cc1ccc(SCc2nc3ccccc3n2CC(=O)Nc2ccccc2)cc1	.	5	5	-2	-5	.	2.3	.	-15
CC(C)Sc1nc(C(F)(F)F)cc(=O)n1-c1ccccc1	.	12	-2	0	1	.	1.5	.	-13
Cn1c(=O)cc(OCC(=O)NCCCN2CCN(c3cccc(Cl)c3)CC2)c2ccccc21	-10	.	.	.	.	0	-0.25	1.2	.
Nc1ccc(C(=O)Nc2ccc3nc(-c4cccnc4)[nH]c3c2)cc1	3	.	-2	-10	-6	9	.	1.2	-11
Cc1nc2ccccc2cc1O	4	1	5	-16	16	11	-0.35	1.2	-19

The list is partial; count on the stated rates, not on these rows.
